M4 PAM: positive allosteric modulators of human muscarinic M4 receptor; 360,000 compounds, 0.4% hits; AID 624126; activation, % at 3 µM; CHO-K1 hM4/Gqi5, Fluo-8 calcium fluorescence, ACh EC20; 0% = ACh EC20, 100% = maximal ACh;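 active means activation above its plate's cutoff, the mean activation of sample wells plus 3 SD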; further: some results filed as inactive read as strong as hits
Target sequence (P08173 whole entry, looked up): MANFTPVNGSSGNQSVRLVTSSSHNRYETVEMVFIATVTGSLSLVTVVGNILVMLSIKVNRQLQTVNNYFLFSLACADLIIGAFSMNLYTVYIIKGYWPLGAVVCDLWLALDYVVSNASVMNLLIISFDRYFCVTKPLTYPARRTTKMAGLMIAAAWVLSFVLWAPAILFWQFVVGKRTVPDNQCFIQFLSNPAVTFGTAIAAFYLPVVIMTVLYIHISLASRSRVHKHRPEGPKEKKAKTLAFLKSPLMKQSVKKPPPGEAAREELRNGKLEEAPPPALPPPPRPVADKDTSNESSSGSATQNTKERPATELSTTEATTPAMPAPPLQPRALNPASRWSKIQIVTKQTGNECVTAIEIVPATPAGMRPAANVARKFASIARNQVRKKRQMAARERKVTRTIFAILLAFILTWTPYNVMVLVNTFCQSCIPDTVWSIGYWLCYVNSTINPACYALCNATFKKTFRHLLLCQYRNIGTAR
CHRM4 antagonist: blocks acetylcholine activation of human M4 receptor; P08173; CHO-hM4 cells, ACh EC80, Fluo-8 calcium fluorescence; inhibition, % at 3 µM; 360,000 compounds, 0.73% hits; AID 624125;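 active means inhibition above its plate's cutoff, the mean inhibition of sample wells plus 3 SD, cut at about 27% in these data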;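 further: 0% = acetylcholine EC80 with DMSO and 100% = DMSO without agonist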
M5 PAM: CHRM5 positive allosteric modulation | P08912 | CHO-K1 hM5, Fluo-8 calcium, ACh EC20 PAM; 0% = ACh EC20, 100% = ACh EC100 | activation, % at 3 µM | 360,000 compounds, 0.3% hits;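 active means activation above the run cutoff, the mean activation of all test compounds plus 3 SD, cut at about 18% in these data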
Target sequence (P08912 whole entry, looked up): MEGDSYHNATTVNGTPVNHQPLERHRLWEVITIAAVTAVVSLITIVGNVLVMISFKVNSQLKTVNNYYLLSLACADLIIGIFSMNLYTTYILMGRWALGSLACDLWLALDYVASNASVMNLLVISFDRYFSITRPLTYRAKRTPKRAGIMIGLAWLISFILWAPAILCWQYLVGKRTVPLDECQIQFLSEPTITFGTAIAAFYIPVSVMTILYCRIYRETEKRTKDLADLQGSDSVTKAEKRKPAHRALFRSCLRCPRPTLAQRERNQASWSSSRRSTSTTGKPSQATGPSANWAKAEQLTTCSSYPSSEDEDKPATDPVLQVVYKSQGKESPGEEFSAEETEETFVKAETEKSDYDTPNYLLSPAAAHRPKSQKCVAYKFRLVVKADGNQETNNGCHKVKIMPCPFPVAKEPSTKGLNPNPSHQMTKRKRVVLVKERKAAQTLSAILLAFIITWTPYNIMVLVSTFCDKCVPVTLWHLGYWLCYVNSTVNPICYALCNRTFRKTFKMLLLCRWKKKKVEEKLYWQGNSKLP
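Assay system: CHO-K1 hM5 cells. Also added: acetylcholine at EC20 concentration, added after compound. Dosing: 3 µM, single dose. Times: compound preincubation 140 s before EC20 acetylcholine addition. Signal: Fluo-8 calcium fluorescence. Measure: % activation relative to EC20 and EC100 ACh responses. Repeats: singlicate, one well per test compound.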
CHRM4 agonist: agonists of human muscarinic M4 receptor (CHRM4). P08173. CHO-K1 hM4/Gqi5, Fluo-8 calcium fluorescence; vehicle 0%, full acetylcholine response 100%. activation, % at 3 µM. 360,000 compounds, 0.14% hits;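 active means activation above the run mean over all test wells plus 3 SD, cut at about 32% in these data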;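 further: peak over basal fluorescence ratio per well then scaled between controls; 0% = DMSO wells and 100% = acetylcholine at EC100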
CHO-K1 Ca ag: nonselective activator or artifact in parental CHO-K1 cells | Fluo-8 calcium fluorescence; scaled to maximal ATP response, vehicle zero | activation, % at 3 µM | 360,000 compounds, 0.48% hits | AID 602248; in the data active means activation above about 15%;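 further: untransfected CHO-K1 host cells lacking M1 receptor as counterscreen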
M5 ag: agonists of human muscarinic M5 receptor (CHRM5) | P08912 | CHO-K1 hM5 cells, Fluo-8 calcium fluorescence; 0% DMSO wells, 100% maximal acetylcholine response | activation, % at 3 µM | 360,000 compounds, 0.19% hits;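 active means activation above the run's mean over test compounds plus 3 SD, cut at about 23% in these data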;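 further: signal is peak over basal fluorescence ratio across the kinetic read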
CHO-K1 Ca PAM: nonselective activator or artifact in parental CHO-K1 calcium assay. 360,000 compounds, 0.02% hits. activation, % at 3 µM. ATP EC20, Fluo-8 calcium fluorescence; 0% at ATP EC20, 100% at ATP max;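 active means activation above the run cutoff, the mean activation of all test compounds plus 3 SD, cut at about 40% in these data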;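 further: peak over basal fluorescence ratio in a 140 s read after ATP addition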
M5 antag: blocks acetylcholine activation of human M5 receptor. CHO-hM5 cells, Fluo-8 calcium fluorescence, ACh EC80. inhibition, % at 3 µM. 360,000 compounds, 0.59% hits. AID 624040;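 active means inhibition above a per-plate cutoff, the mean of that plate's test compounds plus 3 SD, cut at about 27% in these data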;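 further: 0% = acetylcholine EC80 with DMSO and 100% = DMSO without agonist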
CHO-K1 Ca antag: counter-screen for M1 antagonists: effect in parental CHO-K1 cells. ATP-induced calcium, Fluo-8 fluorescence. inhibition, % at 3 µM. 360,000 compounds, 0.6% hits;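 active means inhibition above a per-plate cutoff, the plate's mean sample inhibition plus 3 SD, cut at about 24% in these data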;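 further: 0% = DMSO plus EC80 ATP and 100% = DMSO alone without ATP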
Active calls of the source: *.

SMILES	M4 PAM	CHRM4 antagonist	M5 PAM	CHRM4 agonist	CHO-K1 Ca ag	M5 ag	CHO-K1 Ca PAM	M5 antag	CHO-K1 Ca antag
CC(Sc1ncnc2sc(-c3ccccc3)cc12)C(N)=O (stereo unspecified)	-1	-2	2	2	0.3	2	1	-12	1
CC(=O)C1=C(C)NC(SCC(=O)c2ccc(Cl)cc2)=C(C#N)C1CC(C)C (stereo unspecified)	-3	7	0	-1	1.0	-3	14	0	-11
O=c1cnnc(N/N=C/c2ccc3c(c2)OCO3)[nH]1	11	-9	11	0	0.0	4	-10	-16	4
N#C/C(=N\Nc1ccc(Cl)c(Cl)c1)C(=O)C1CC1	-4	3	-6	11	13	10	-24	15	14
COc1cc(-c2ccc3oc(-c4ccsc4)cc3c2)cc(OC)c1OC	-2	10	3	0	-0.1	-1	-9	12	-6
CN(C)CCSc1nc(-c2ccccc2)nc2c1CCC2	15	0	10	15	0.1	1	35	-8	-19
O=[N+]([O-])c1cccc(C=NN=Cc2ccccc2O)c1	2	-8	-6	0	0.0	2	-5	1	10
Cc1cc(/C(N)=N/OC(=O)Nc2ccccc2)no1	-2	10	-7	1	0.4	-3	8	5	-2
CCC1CCCCN1CCCNC(=O)c1ccc2c(c1)NC(=O)CS2 (stereo unspecified)	-2	-3	4	1	4.2	-8	17	1	-10
Clc1ccc(Br)c(-c2nc3ccccc3[nH]2)c1	0	6	-2	2	0.4	-2	3	14	2
c1cc(-c2n[nH]c(-c3ccncc3)n2)ccn1	4	5	2	0	20*	-3	3	4	-1
CC(C)(C)c1cc(CN2CCN(CCC#N)CC2)cc(C(C)(C)C)c1O	4	-5	0	1	0.0	-5	16	4	-8
NS(=O)(=O)c1ccc(-n2cccc2C=O)cc1	-1	1	-1	1	18*	-6	1	2	3
Cc1ccc2nc(C)cc(C(=O)NC3CCCCCC3)c2c1	25*	-19	-7	2	-0.2	5	-9	-4	-1
O=C(c1cccs1)N1CCn2c1nc1ccccc12	2	-13	-5	1	-0.1	-4	14	-3	-2
CCCCn1c(N)c(N(CCOC)C(=O)COc2c(C)cccc2C)c(=O)[nH]c1=O	-3	-11	-5	1	0.4	-1	5	7	-6
COCCNC(=O)C(c1ccc(O)cc1)N(C(=O)CCC(=O)Nc1nccs1)c1cccc(C)c1 (stereo unspecified)	-1	-4	-7	0	-0.4	-3	-1	-8	4
COc1cccc(-c2sc3ccc(OC)cc3c2-c2cnc(N3CCOCC3)nc2)c1	1	-6	-6	0	0.3	-2	9	1	-11
CCOC(=O)N/N=C/c1cc(C)n(-c2cccc3ccccc23)c1C	11	-12	4	-3	0.4	-4	26	-14	-5
CCCc1cc(=O)[nH]c(SCC(=O)c2ccc3c(c2)OCCO3)n1	-4	-3	-6	4	3.4	-3	22	3	-14
COc1ccc(Nc2ccccc2)c(C)c1	2	3	-1	-3	-0.4	-6	3	4	-16
COc1cc(C=C(OC(C)=O)c2ccc3c(c2)OCO3)cc(OC)c1OC	-6	3	-5	9	4.2	1	10	4	-1
Cc1ccc(Cl)cc1NC(=S)N(CCCN1CCN(C)CC1)Cc1cccs1	4	-11	6	3	0.7	-8	21	4	-12
CCCOC(=O)/C(=C\C=C\c1ccco1)NC(=O)c1ccccc1	-3	2	0	1	-0.7	2	10	-4	-2
CC(NC(=O)c1ccc2c(c1)OCO2)c1ccccc1 (stereo unspecified)	1	16	0	1	0.6	-2	-5	11	-12
O=C(CN1C(=O)c2cccc3cccc(c23)C1=O)N1CCN(Cc2ccc3c(c2)OCO3)CC1	-1	3	-1	6	3.0	4	6	1	3
COc1ccc(CNC(=O)CSc2nc3ccccc3n2C(C)=O)cc1	3	3	-6	2	1.5	1	11	-2	-14
CCOc1nc(OCC)nc(N2CCC(C)CC2)n1	3	1	0	0	-0.1	-2	19	0	-13
O=C(COc1ccc(F)c(Cl)c1)N1CCN(c2ccccn2)CC1	-3	5	-7	3	3.8	-4	14	20	-12
CCOc1c(C=C(C#N)C#N)c2ccccc2n1CC	-3	-2	8	0	0.0	-6	1	-5	0
CCCCOC(=O)c1ccc(NC(=O)c2ccccc2OC)cc1	-8	11	-7	3	1.7	-3	-1	8	3
Cc1cc(/C=C2\SC(=S)NC2=O)c(C)n1-c1cccc(O)c1	-15	-3	-6	1	1.9	2	-12	4	7
Cc1cc(Cl)ccc1Oc1ccccc1C(=O)CC#N	-4	12	-7	2	5.3	0	11	19	7
Cc1cccn2c(=O)c(/C=C(\C#N)S(=O)(=O)c3ccc(Cl)cc3)c(N3CCC(C(N)=O)CC3)nc12	10	-15	5	1	0.9	1	17	-4	-14
CCOC(=O)c1[nH]c(C)c(C(=O)NCCc2ccc(OC)cc2)c1C	-9	13	-1	0	0.5	-1	7	3	7
CCc1ccc(NC(=O)c2ccc(Cn3cc([N+](=O)[O-])cn3)cc2)cc1	-9	10	-3	7	6.7	-2	26	2	-10
Cc1ccc(OCCn2cc(C(=O)O)c3ccccc32)cc1	5	-5	-2	1	0.1	-1	-8	6	11
Cc1cc(Cl)ccc1C(O)c1ncc(-c2ccc(C(F)(F)F)cc2)[nH]1 (stereo unspecified)	1	2	1	15	1.2	-1	7	1	4
COc1cccc(C(C(=O)NC2CCCCC2)N(C(=O)Cc2cccs2)c2ccc(-n3cnnn3)c(OC)c2)c1 (stereo unspecified)	4	6	4	1	-0.1	-1	7	-5	-6
COc1ccc(/C(N)=N/OC(=O)CN(C)S(=O)(=O)c2ccc(C)cc2)cc1	-20	9	-16	9	5.8	-3	16	12	-9
COc1ccc(NC(=S)N(CCCN2CCOCC2)Cc2cn(C)c3ccccc23)cc1	-7	22	5	1	0.9	-4	23	-7	-4
Nc1cc(C(=O)OCC(=O)NCCCc2ccccc2)ccc1Cl	-8	-10	-4	4	-0.5	1	-12	-5	0
Nc1nc(SCC(=O)N2N=C(c3ccc(Cl)cc3)CC2c2ccco2)n[nH]1 (stereo unspecified)	15	-5	6	-1	-0.3	-3	13	0	-16
CCc1nc(SCc2ccc(OC)c(Br)c2)n[nH]1	-3	1	4	8	0.7	5	6	-3	8
FC(F)(F)COc1cc(-c2nnc(SCc3ccccc3)n2Cc2ccco2)cc(OCC(F)(F)F)n1	-25	13	-13	0	3.3	-3	10	15	-12
COc1ccccc1-c1cnc(C(O)c2ccc(F)cc2C)[nH]1 (stereo unspecified)	6	5	0	1	0.7	0	3	-1	2
CC1(C)CCc2cc(-c3ccn(S(=O)(=O)c4ccccc4Cl)n3)ccc2O1	-10	11	0	0	-0.2	-1	1	-1	-1
CC(=O)c1cccc(Nc2c([N+](=O)[O-])c(=O)oc3ccccc23)c1	-8	5	-5	5	4.8	3	0	12	-4
O=C(CCC(=O)OCc1cccc([N+](=O)[O-])c1)Nc1ccccc1Cl	-1	-2	-5	1	-0.1	-3	11	14	-1
CCN(CC)C(=N)N1c2ccccc2CCC1C (stereo unspecified)	-2	3	1	1	0.3	-9	-3	6	-3
CCOc1ccc(N2CC(C(=O)Nc3cc(C)on3)CC2=O)cc1 (stereo unspecified)	5	-2	-1	-1	-0.3	-2	22	-1	-7
FC(F)(F)Oc1ccccc1-c1nnc(-c2cccc(C(F)(F)F)c2)o1	17	-1	3	1	0.1	1	-9	4	-12
Cc1cc(C)cc(Nc2cc(C)nc3ncnn23)c1	2	-1	2	0	0.2	-1	11	-1	-10
COc1ccc(C(=O)NCCC2=CCCCC2)cc1S(=O)(=O)N1CCOCC1	14	-19	0	3	1.5	2	18	10	-14
CC(C)(CO)NCC(=O)Nc1cc(C(F)(F)F)cc(NC(=O)CNC(C)(C)CO)c1Cl	21*	6	1	1	0.3	-1	4	4	3
CCc1ccccc1NC(=O)CN1CCN(C(=O)CNC(=O)c2ccc(N3CCCC3=O)cc2)CC1	7	3	0	0	-0.3	1	-13	13	-12
Cc1ccc(S(=O)(=O)N2CCC(C(=O)Nc3nnc(C4CCCC4)s3)CC2)cc1	5	-3	-7	1	-0.2	1	-4	3	17
O=C(Nc1cccc(Cl)c1)c1nc[nH]c1C(=O)N1CCN(c2ccccc2)CC1	0	-8	2	2	0.1	4	-8	1	-4
CCc1nnc(NC(=O)CSc2nc3[nH]ncc3c(=O)[nH]2)s1	-1	-5	3	0	-0.8	2	-11	-5	18
O=c1nc(NCc2ccco2)sc2ncccc12	10	-16	-2	-1	-0.5	-2	14	1	-7

Other compounds:
SMILES	M4 PAM	CHRM4 antagonist	M5 PAM	CHRM4 agonist	CHO-K1 Ca ag	M5 ag	CHO-K1 Ca PAM	M5 antag	CHO-K1 Ca antag
CC(C)Oc1cccc(C(=O)NC(=S)N2CCN(c3ccc(C(F)(F)F)cc3[N+](=O)[O-])CC2)c1	1	-4	-1	-1	0.1	-10	8	5	-21
COCCOC(=O)c1c(C)oc2ccc(O)c(CN3CCC(C)CC3)c12 (tested in a mixture with another compound)	2	-3	-2	0	0.7	0	12	18	-12
O=C(Nc1ccc(N2CCOCC2)cc1)C1CCN(S(=O)(=O)c2cccc(C(F)(F)F)c2)CC1	6	-11	3	1	-0.4	1	-17	3	17
O=C(NCCCCNC(=O)c1ccco1)c1ccco1	5	-6	6	0	-0.2	-5	4	0	2
Cc1ccc(C(=O)NCCN2C3=NC[C@H](Cc4ccc(O)cc4)N3C[C@H]2Cc2ccc(O)cc2)cc1Br	-4	-4	2	0	0.9	-9	14	9	-13
O=C(Nc1cccc(S(=O)(=O)N2CCOCC2)c1)[C@@H]1CCCN1S(=O)(=O)c1ccc(Cl)cc1	11	-8	-10	4	1.9	-5	19	4	-15
COc1ccc(N2CCN(C(=O)c3ccc(CS(=O)c4cccc(C)c4)o3)CC2)cc1 (stereo unspecified)	-7	-10	-7	12	6.4	-2	-11	1	-14
COc1ccc2[nH]c(C(=O)O)c(NS(=O)(=O)c3ccc(OC)c(OC)c3)c2c1	2	1	-2	1	0.1	1	13	1	-8
Cc1cccc2nc(CSc3ncccc3C(=O)O)cn12	0	0	5	1	0.8	0	18	8	-17
Cc1ccccc1-c1nnc(SCCOc2ccc3c(C)cc(=O)oc3c2)o1	5	5	-9	1	0.3	-1	0	5	2
COc1ccc(C(CC(=O)N2CCCC(C)C2)c2c(O)cc(OC)cc2OC)cc1 (stereo unspecified)	13	-6	-1	-1	-0.9	-5	-23	5	11
CC(Sc1n[nH]c(N)n1)C(=O)Nc1ccccc1-c1ccccc1 (stereo unspecified)	6	-4	4	1	-0.1	-2	22	2	-14
COc1ccc(S(=O)(=O)N2CCN(CC(=O)Nc3ccccc3Cl)CC2)cc1	1	3	-1	1	7.2	-5	5	4	2
CCCCc1nc(SCC(=O)Nc2ncccn2)n[nH]1	11	-2	-1	0	0.2	-2	2	-2	-2

The order is random, and some 2.7% of all compounds hit somewhere here.
